High-throughput results deposited in PubChem BioAssay by The Scripps Research Institute Molecular Screening Center.
GalR3 antag: human GalR3 antagonism. HEK293 GalR3-CNG cAMP membrane potential fluorescence; galR3 body fused to GalR1 C-terminus. inhibition, % at 3 µM. O60755. actives 0.44% (n = 360,000);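 active = inhibition above the screen-wide average plus 3 SD, cut at about 13% in these data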;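 note: forskolin and galanin both at EC90 stimulate the cells; cAMP rise reported by CNG channel membrane potential dye signal; 0% = forskolin plus galanin with DMSO and 100% = forskolin alone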
Target sequence (O60755 1-299 limits assumed): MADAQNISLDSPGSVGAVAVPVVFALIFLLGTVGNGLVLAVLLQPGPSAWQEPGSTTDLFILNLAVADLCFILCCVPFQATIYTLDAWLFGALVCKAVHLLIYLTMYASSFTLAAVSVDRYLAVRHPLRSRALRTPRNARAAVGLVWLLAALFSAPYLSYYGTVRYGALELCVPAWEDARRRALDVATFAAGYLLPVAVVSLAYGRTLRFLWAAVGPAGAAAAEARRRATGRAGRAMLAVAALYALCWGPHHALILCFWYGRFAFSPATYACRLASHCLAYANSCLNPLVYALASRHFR
An asterisk follows results filed as active.

Compound,GalR3 antag
CCC(NC(=O)CNC(=O)c1ccc2c(c1)OCO2)c1ccc(Br)cc1 (stereo not drawn),-5
Cn1c(=O)c2c(c3ccccc31)OC(C)(C)C=C2,3
COc1ccc(C(=O)OCC(=O)N2CCC(C)CC2)cc1S(=O)(=O)N1CCOCC1,-4
CCCn1c(N)c(N(CCOC)C(=O)COC(=O)COc2c(C)cc(C)cc2C)c(=O)[nH]c1=O,-6
O=C1NC[C@H](CCCCN2C[C@H](Cc3ccc(O)cc3)N(CCc3ccc(O)cc3)C(=O)C2=O)N(Cc2ccccc2)C1=O,-6
COC(=O)c1ccc2nc(C3CCCCC3)c(Cc3ccccc3C(F)(F)F)n2c1,-10
O=C(c1cn(-c2ccccc2)nc1-c1cccnc1)N1CCN(S(=O)(=O)c2ccc(Cl)cc2)CC1,-2
C[C@H]1CN([C@@H](C)CO)C(=O)CCCn2cc(nn2)CO[C@@H]1CN(C)S(=O)(=O)c1ccc(-n2cccn2)cc1,-2
C=CC1=CCN(S(=O)C(C)(C)C)[C@@H]1CCO (stereo partly drawn),-2
COC(=O)C1(C(=O)OC)C[C@H](/C=C/c2ccccc2)N(Cc2ccccc2OC)[C@@H]1c1cccc(Br)c1,-4
CCOC(=O)C1=C[C@@H](CC)N(S(=O)(=O)c2ccc(C)cc2)[C@H]1c1cccc(Cl)c1,-8
N#Cc1ccccc1OCC(=O)Nc1cc(S(=O)(=O)N2CCCCC2)ccc1N1CCOCC1,-2
CN(C)CCCNc1nc2cc(-c3ccn[nH]3)sc2c(=O)n1C,-9
CN(C)S(=O)(=O)c1ccc(C(=O)Nc2nnc(SCC(=O)N3CCOCC3)s2)cc1,-7
CC(C)C[C@@H](CN1CCCC1CN1C(=S)NC[C@@H]1Cc1ccc(O)cc1)N1C[C@H](Cc2ccc(O)cc2)N(CCc2ccccc2)C1=S (stereo partly drawn),-5
O=S1(=O)CC(N2CCSCC2)CN1Cc1cn(Cc2ccc(Cl)cc2)nn1 (stereo not drawn),2
Cc1cc(O)cc(=O)n1-c1cccc(F)c1,-8
Cc1cc2nc(-c3ccc(C#N)cc3)c(Cc3ccsc3)n2c(C)c1Br,0
COc1ccc2[nH]c3c(c2c1)CCN1C(=O)C(CC(=O)NC/C=C(\C)CCC=C(C)C)C[C@H](C(=O)N(C(C)C)C(C)C)[C@@]31C (stereo partly drawn),-8
COC(=O)c1ccc(NC(=O)c2cccc(N3C(=O)CCC3=O)c2)cc1,-5
COc1ccc(-c2ccc(N3C(c4cc(OC)cc(OC)c4)=Cc4ccc(OC)cc4C3CC(C)=O)cc2)cc1 (stereo not drawn),-3
C[C@H](CO)N1C[C@H](C)[C@H](CN(C)C(=O)c2ccccc2F)Oc2ncc(Br)cc2C1=O,-6
CC1(C(=O)NS(=O)(=O)c2ccc(Cl)cc2)CCN1C(=O)Cc1cccc2ccccc12 (stereo not drawn),0
CC(C)C[C@@H]1COc2cc(N3CCCC3)ccc2S(=O)(=O)N1,0
CCOC(=O)C1=CN(C(C)C)CCC1=O,3

(listing goes on)
Compound,GalR3 antag
CN(CC(=O)Nc1cccc(F)c1)C(=O)CNC(=O)Cc1cccc2ccccc12,-5
CCC(CC)C(=O)N(C)c1c(C)nc2c(OCc3cccc(Cl)c3)cccn12,-5
CC1(C(=O)NS(=O)(=O)Cc2cccc(Cl)c2)CCN1C(=O)CC1CCCC1 (stereo not drawn),-1
COC(=O)c1ccccc1S(=O)(=O)NC(=O)[C@H]1O[C@@H](n2ccc(=O)[nH]c2=O)[C@H](O)[C@@H]1O,-7
COc1ccc(C2CC(=O)Oc3cc(O)ccc32)cc1 (stereo not drawn),-3
O=C(Nc1ccncc1)C1CC(=O)N(Cc2ccccc2)C1 (stereo not drawn),-4
CCOc1ccc(NC(=O)COC(=O)C2COc3ccccc3O2)cc1 (stereo not drawn),0
Cn1nc(C#N)c(=O)[nH]c1=O,-4
COc1ccc(C(C)(C)C)cc1NC(=O)CN(C)C1=NS(=O)(=O)c2ccccc21,-8
O=S(=O)(c1cccs1)N1CCCc2nc(-c3ccc(F)cc3)ccc21,-7
CCOC(=O)C1=C(COC(=O)CCS(=O)(=O)c2ccc(C)cc2)NC(=O)NC1C (stereo not drawn),-3
O=C(N/N=C/c1cccc(O)c1)c1ccc(-n2cnnn2)cc1,1
C[C@H](c1ccccc1)N1C[C@H](COCc2ccccc2)Oc2cc(N3CC[C@@H](N(C)C)C3)ccc2S1(=O)=O,-5
Cc1ccc(C(Nc2ccccc2)c2ccc3ccc(C)nc3c2O)c(C)c1 (stereo not drawn),-8
O=C(NC(c1ccccc1)c1ccsc1)C1CCN(Cc2ccc(Oc3ccccc3)cc2)CC1 (stereo not drawn),-9
O=C(COC(=O)c1ccc2ccccc2c1O)Nc1ccccc1,-3
COC(=O)C=C1CCC2C3CCC4=CC(=O)CCC4(C)C3C(=O)CC12C (stereo not drawn),-5
COC1OC(c2ccccc2)=C(c2ccc(C(N)=O)cc2)c2ccc(F)cc21 (stereo not drawn),-5
COCCN(Cc1ccc(C)cc1)C(=O)[C@@H](Cc1ccccc1)NC(=O)[C@H]1O[C@@H](n2ccc(=O)[nH]c2=O)[C@H](O)[C@@H]1O,-6
O=C1NC[C@H](CCCCN2CCN(Cc3ccccc3)C(=O)C2=O)N(CC2CCCCC2)C1=O,-6
CCc1nc2c(OCc3ccc4c(c3)OCO4)cccn2c1N(C=O)Cc1ccc(OC)cc1,-6
O=C1CC[C@@]23CCCN2C(=O)CCCC3C1 (stereo partly drawn),-4
CCCn1c(C)nc2c(c1=O)c1nc3ccccc3nc1n2-c1ccccc1,-3
Cc1cc(N2CCN(C(=O)Oc3ccc([N+](=O)[O-])cc3)CC2)c2ccccc2n1,-7
CC(C)[Si]1(C(C)C)OCC2OC(n3cnc4c(N)ncnc43)C(N)C2O[Si](C(C)C)(C(C)C)O1 (stereo not drawn),-6

(listing goes on)
Compound,GalR3 antag
CNC(=O)C1Cc2c(-c3ccc4c(c3)OCO4)ccnc2O1 (stereo not drawn),-6
CCc1nc2c(OCc3ccc(C(F)(F)F)cc3)cccn2c1N(C=O)Cc1ccc(OC)cc1,1
Clc1ccc(-c2csc(NCC3CCCO3)n2)cc1 (stereo not drawn),-5
CC(=O)OC1C(OC(C)=O)C2C(C)CC3OC(=O)C(C)C3CC2(C)C1OC(C)=O (stereo not drawn),-4
COc1ccc(C2OCC(C)(C)CO2)cc1OC,-6
COc1ccc2c(c1)c1c(c(=O)n(-c3ccc(C)cc3)c(=O)n1CC(=O)NCC1CCCO1)n2C (stereo not drawn),-8
Cc1cccc(NC(=O)COC(=O)CN2C(=O)C3CCCCC3C2=O)c1C (stereo not drawn),-7
Cc1ccc(-c2nnn(CC(=O)NC(=O)NC3CCCCC3)n2)cc1,-4
CCOC(=O)C1=CN(Cc2cccc(F)c2)S(=O)(=O)N(CC)C1c1ccc(F)c(Cl)c1 (stereo not drawn),-9
CCCCN1C(=O)C(CC(=O)NCc2cccc3ccccc23)CC(C(=O)N(CC)CC)=C1C (stereo not drawn),-6
COc1ccc(CN2C(=O)CCC2(C)c2nnnn2Cc2ccccc2)cc1 (stereo not drawn),1
CCCCN1C(=O)C(CC(=O)NCCc2ccccn2)CC(C(=O)N2CCCCCC2)=C1C (stereo not drawn),-6
CCCc1nc2c(C)cc(Br)cn2c1Cc1ccsc1,-2
COc1ccc(-c2nc3cc(C)c(Br)c(C)n3c2CC2CCCCC2)cc1OC,-6
Nc1cc(OCc2ccccc2)ccc1OCc1ccccc1,-7
Cc1ccccc1-c1cccc([C@@H]2C[C@H]3[C@H](CON3C)CN2S(=O)(=O)c2ccccc2C)c1,-8
CCOC(=O)C1CCN(C(=O)c2ccc3c(=O)n4nc(Nc5ccccc5OC)sc4nc3c2)CC1,-6
COc1ccc(C(C)(O)c2nc(-c3cccc(NC(C)=O)c3)cs2)cc1 (stereo not drawn),-5
COc1ccc(CN(C)C[C@H]2OCc3cnnn3CCCC(=O)N([C@H](C)CO)C[C@@H]2C)cc1,-6
COc1ccc(-c2nc3c(Cl)cc(C(F)(F)F)cn3c2Cc2cccc(Cl)c2)cc1OC,-8
C=C1CC[C@@H]2[C@](C)(CO)[C@H](O)CC[C@@]2(C)[C@@H]1C/C=C1/C(=O)OCC1O (stereo partly drawn),5
O=C(c1cccnc1)N(Cc1ccccc1)C(=O)c1cccnc1,-2
CCC1([N+](=O)[O-])COC(c2ccc(OC)cc2)OC1 (stereo not drawn),-3
FC(F)(F)c1ccc(Cl)c(CN2CCN(c3ncc(Cc4ccccc4)cn3)CC2)c1,-5
Cc1cc(CCNC=O)c(C)c2c1oc1ccccc12,-6

Six compounds out of the list above, ordered by the value under GalR3 antag, smallest number first:
canonical_smiles	GalR3 antag
CCOC(=O)C1=CN(Cc2cccc(F)c2)S(=O)(=O)N(CC)C1c1ccc(F)c(Cl)c1 (stereo not drawn)	-9
COc1ccc2c(c1)c1c(c(=O)n(-c3ccc(C)cc3)c(=O)n1CC(=O)NCC1CCCO1)n2C (stereo not drawn)	-8
CCCCN1C(=O)C(CC(=O)NCCc2ccccn2)CC(C(=O)N2CCCCCC2)=C1C (stereo not drawn)	-6
CCCc1nc2c(C)cc(Br)cn2c1Cc1ccsc1	-2
CCc1nc2c(OCc3ccc(C(F)(F)F)cc3)cccn2c1N(C=O)Cc1ccc(OC)cc1	1
C=C1CC[C@@H]2[C@](C)(CO)[C@H](O)CC[C@@]2(C)[C@@H]1C/C=C1/C(=O)OCC1O (stereo partly drawn)	5

Next section
Compound,GalR3 antag
CCOC(=O)C1=CCN(S(=O)(=O)c2ccccc2Cl)C1c1cccc(F)c1 (stereo not drawn),-7
CC(C)Cc1nnc(NC(=O)C2CCCN(C(=O)c3ccc(Cl)cc3)C2)s1 (stereo not drawn),-4
CCCCn1nnnc1C(c1ccccc1)N1CCN(C/C=C/c2ccccc2)CC1 (stereo not drawn),0
COc1ccc(CCNC(=O)COc2cc(C)cc3oc(=O)c(C)c(C)c23)cc1OC,-6
Cc1ccccc1-c1csc(C(O)(c2ccccc2)C(F)(F)F)n1 (stereo not drawn),-7
CCCCN(C=O)c1c(CC)nc2ccc(C(=O)NCCOc3ccc(OC)cc3)cn12,-6
CC(=O)Nc1ccc(C(=O)N2CCCC(c3cc(C(=O)Nc4ccccc4)no3)C2)cc1 (stereo not drawn),-6
O=C(Nc1ccccc1)c1cc(C2CCCN(C(=O)C/C=C/c3ccccc3)C2)on1 (stereo not drawn),-8
COC(=O)[C@H](Cc1ccccc1)N1C/C=C\COc2c(Cl)cc(Cl)cc2S1(=O)=O,-6
CN(C)C1CN(Cc2cn(Cc3ccc(C(F)(F)F)cc3)nn2)S(=O)(=O)C1 (stereo not drawn),-6
COc1cc(C(=O)N2CCN(C3=NS(=O)(=O)c4ccccc43)CC2)cc(OC)c1OC,-7
COC(=O)[C@@]1(Cc2ccccc2)[C@H]2C(=O)N(Cc3ccccc3)C(=O)[C@H]2[C@H]2CN(C)C(=NCc3ccccc3)N21,-9
Cc1ccc(CNc2ncnc3ccc(-c4ccoc4C)cc23)o1,-5
O=C(NN=Cc1ccc2c(c1)OCO2)c1ccc([N+](=O)[O-])cc1,-8
NC(=O)CSc1nnc(-c2ccco2)n1-c1ccc(F)cc1,-7
Fc1cccc(Cc2c(-c3cccc(Cl)c3)nc3c4ccccc4ccn23)c1,-3
Cc1cccc(C)c1NC(=O)C(c1ccccc1)N1CCN(C)CC1 (stereo not drawn),-4
CC(=O)c1ccc(NC(=O)C(C)OC(=O)c2ccc(NS(=O)(=O)c3ccc4[nH]c(=O)[nH]c4c3)cc2)cc1 (stereo not drawn),-4
CCN(CC)C(=O)c1cccc(-c2csc(C(O)c3ccco3)n2)c1 (stereo not drawn),-6
CNc1cc(-c2cccc(N(C)C)c2)ncn1,1
Nc1cc2c3ccccc3ccc2c2ccccc12,-6
COc1ccc2c(c1)OC[C@H]1[C@H]2N2C(=O)c3ccc(F)cc3NC(=O)[C@@]2(C)[C@H]1c1ccccc1,-5
OC1CCC(Nc2ccn3nc(-c4cccc(OCc5ccccc5)c4)cc3n2)CC1 (stereo not drawn),-1
O=C(NCc1ccc(F)cc1)c1cc(C2CCCCN2C(=O)OCCF)on1 (stereo not drawn),0
CC(C)CNc1cccc2c1S(=O)(=O)N[C@@H](C)CO2,-6

Next results follow.
Compound,GalR3 antag
CCCNC(=O)C1(C)CCCN(C(=O)c2ccccc2OC)C1 (stereo not drawn),-6
Cc1ccc(NC(=O)CSc2nnc(NC3CC3)s2)cc1S(=O)(=O)N1CCOCC1,-2
CC1(C(=O)NCc2cccc(C(F)(F)F)c2)CCN1CCc1ccccc1 (stereo not drawn),-7
CC(C)Oc1ccc(CN2CCC2(C)C(=O)Nc2ccc3c(c2)OCO3)cc1 (stereo not drawn),-5
COC1=CC(=O)C(OC)=C(OC)C1=O,-6
O=c1cc(CCc2ccccc2)oc2cccc(O)c12,-7
Cc1cc(Oc2cccnc2)ccc1NC(=O)Cc1c(C)[nH]c2ccccc12,-7
CCCCNC(=O)C1(C)CCN1C(=O)c1ccc(C)c(F)c1 (stereo not drawn),-3
COC1CCN(C(=O)c2cc(COc3cc(C)ccc3C)on2)CC1,-4
O=C1Cc2ccccc2C(=O)N1,-5
O=C1NC[C@H](CCCCN2CCN(CCc3ccccc3)C(=O)C2=O)N(CCC2CCCCC2)C1=O,-5
CCC(CC)C(=O)N(C)c1c(C)nc2c(OCc3ccccc3C(=O)OC)cccn12,-5
c1ccc(Cc2cnc(N3CCN(Cc4ccc5c(c4)OCCO5)CC3)nc2)cc1,-6

This is a subset; rates above refer to the full screens.
